Screening data from PubChem.
EWS-Fli block: EWS/Fli-driven NR0B1 reporter inhibitors, primary screen, A673 cells, NR0B1 luciferase, luminescence, MLPCN library; viability-normalised; inhibition, % at 12.6 µM; 350,000 compounds, 0.67% hits; AID 651661, 2012;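 active = mean inhibition of at least 50% after viability correction, with every replicate also passing that limit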;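 also: firefly luciferase signal divided by Alamar Blue viability fluorescence both relative to DMSO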
PGC1a acetyl inh: inhibitors of PGC1a acetylation signal, primary screen, cell-based, U2OS, AlphaScreen, inhibitor mode | AlphaScreen anti-acetyl-lysine; with virally co-expressed GCN5 acetyltransferase | AID 651687, 2012 | 350,000 compounds, 0.17% hits | inhibition, % at 15.6 µM;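 active = every replicate shows inhibition of at least 40%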;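 also: 0% = neutral control wells and 100% = positive control wells; some results beyond the cut were filed as inactive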
PAX8 inh HTS: inhibitors of PAX8-driven TPO luciferase reporter, primary screen, RMG-I cells, single concentration; SteadyGlo, 24 h; inhibition, % at 12.6 µM; 360,000 compounds, 1.2% hits; AID 652154, 2013;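 active = mean replicate inhibition at least 60% with every replicate also reaching 60%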;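 also: luciferase light reporting Pax8 driven TPO promoter activity; plate controls were median of neutral control wells for no effect and mitoxantrone controls for full effect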
LGR2 antag: inhibitors of bursicon-induced LGR2 CRE-luciferase signal, primary screen, cell-based, HEK293, CRE-luciferase reporter, bursicon stimulation; Drosophila bursicon receptor LGR2 (rickets); bursicon-stimulated, 4 h; inhibition, % at 9.99 µM; 380,000 compounds, 0.35% hits;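 active = drop in luminescence signal, shown as inhibition above about 50% in the replicate tests, limit read from the data, passing the limit was not always enough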;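 also: agonist challenge used bursicon conditioned medium at about half maximal strength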
miR122 inh: miR-122 Renilla sensor signal increase in Huh7, primary screen, miR-122 inhibitor project, cell-based, single point, plate reader | activation (reporter increase), % at 12.5 µM | 340,000 compounds, 0.3% hits | Huh7 miR-122 Renilla luciferase sensor, 48 h; neutral wells = 0, positive control = 100 | AID 602342, 2012;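 active = mean replicate activation score at least 90 and every replicate individually at or above 90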;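 also: higher luciferase means less miR-122 activity so hits act as miR-122 inhibitors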
FN deposition inh: inhibitors of fibronectin matrix deposition, primary screen, AH1F cells, Alexa488-fibronectin fluorescence, plate reader; AH1F fibroblasts, overnight; inhibition, % at 12.6 µM; 350,000 compounds, 0.086% hits;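 active = mean inhibition across replicates of 30% or more, regardless of how many single replicates reach that level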;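 also: positive control wells lacked labelled fibronectin entirely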
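Assay system: AH1F fibroblasts assembling fluorescent fibronectin matrix; Amount: 10000 AH1F cells per well; Buffer or medium: DMEM, 2% serum; Probe or stimulus: Alexa488-fibronectin, 24 nM final in well; Doses: single compound dose, delivered by pin transfer; Incubation: 1 h adhesion, overnight exposure; Measured by: fluorescence 485/525 nm; Read-out: fibronectin deposition inhibition.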
Casp6 inh: human caspase-6 inhibitors, primary screen, biochemical, VEID-R110 fluorescence, single point, set 2 | P55212 | purified caspase-6, Z-VEID-R110 cleavage fluorescence | inhibition, % at 12.5 µM | 350,000 compounds, 0.53% hits | AID 686996, 2013;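 active = mean inhibition across replicates at least about 35%, with every replicate also reaching that limit, limit read from the data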;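 also: 0% = median of neutral control wells and 100% = no fluorescence left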
Target sequence (P55212 24-179 limits assumed): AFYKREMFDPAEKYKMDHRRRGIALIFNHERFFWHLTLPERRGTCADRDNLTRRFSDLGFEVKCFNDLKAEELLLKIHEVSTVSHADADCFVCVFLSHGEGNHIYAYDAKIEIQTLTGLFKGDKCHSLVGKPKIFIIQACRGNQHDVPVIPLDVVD
Target sequence (P55212 194-293 limits assumed): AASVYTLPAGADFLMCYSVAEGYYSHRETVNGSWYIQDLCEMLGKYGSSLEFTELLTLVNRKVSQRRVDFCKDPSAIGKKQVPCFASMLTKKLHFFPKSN
Cneo AK release: Cryptococcus neoformans cell lysis inducers, primary screen, AK release luminescence, single concentration | C. neoformans lysis, adenylate kinase release luminescence, 4 h; normalised: neutral wells 0, clomiphene wells 100 | lysis activity, % at 15 µM | 360,000 compounds, 0.2% hits;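 active = mean lysis activity across replicates of at least 80%, whatever share of replicates individually reach that level; inactive = mean lysis activity below 80%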
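Material: C. neoformans cells | Amount: Yeast cell density of 5 × 10^6 cells/mL | Medium: Fresh YPD growth medium | Dosing: Single dose | Times: Static 4 h at 37 °C with compound, 1 h detection | Detection: AK luminescence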
Starred values were filed as active, the others as inactive; / = not tested or not shown; [ ] = another dose, or the depositor's remark.

SMILES	EWS-Fli block	PGC1a acetyl inh	PAX8 inh HTS	LGR2 antag	miR122 inh	FN deposition inh	Casp6 inh	Cneo AK release
CCn1nc([N+](=O)[O-])c(C(C#N)c2nc3cc(C(F)(F)F)ccc3s2)c(Cl)c1=O (stereo unspecified)	/	-9	/	6	-8	0	/	1
CCc1cc2c(SCC(=O)N3CCN(C(=O)c4cccs4)CC3)ncnc2s1	-3	/	-12	5	-6	/	-1	0
Cc1ccc[n+](CC(=O)N2CCCc3ccccc32)c1	3	/	16	/	3	-3	-1	2
COCCNC(=O)C[C@H]1CC[C@@H]2[C@H](COC[C@@H](O)CN2Cc2ccc(Cl)c(Cl)c2)O1	/	1	/	-4	2[16.7 µM]	8	/	-1
COc1ccc(N2CCN(CCNC(=O)c3nnc(Cc4c(F)cccc4Cl)o3)CC2)cc1	/	/	8	/	2	0	/	9
CCN(CC)S(=O)(=O)c1cccc(NC(=O)C(=O)c2c(-c3ccccc3)cc3ccccn23)c1	/	/	9	/	25	4	/	-5
CCC(CO)Oc1cc(NCc2ccccn2)c2ncn(C(C)C)c2c1 (stereo unspecified)	3	4	-4	-4	-1	4	4	-8
O=C(O)/C=C/c1cnc2ccccc2n1	8	/	9	5	5	11	-4	-1
Cc1ccc(CSCC(=O)N/N=C/c2cccc(OC3CSC3)c2)cc1	1	3	-5	-6	8	-16	1	1
COc1ccc(CN(C)C[C@H]2Oc3ccc(NC(=O)NC(C)C)cc3C(=O)N([C@@H](C)CO)C[C@@H]2C)cc1	/	5	-7	20	1[16.7 µM]	/	-4	0
Cc1ccc(C)c(NC(=O)CN(C)C(=O)CSCc2c(C)noc2C)c1	4	/	-7	20	/	4	3	/
O=C(OCc1cn(-c2ccc(Cl)cc2)nn1)c1ccccc1	/	/	-13	/	12	-11	/	-2
Cc1cccc(OCc2nnc(SCC(=O)Nc3cccc(C(=O)N4CCOCC4)c3)o2)c1C	0	-3	1	-7	-3	8	1	0
C[C@H](CO)N1C[C@H](C)[C@H](CN(C)C(=O)C2CCC2)Oc2ncc(-c3ccncc3)cc2C1=O	3	-3	/	-2	0[16.7 µM]	/	/	/
CCN(C(=O)COC(=O)CCc1ccccc1)c1ccccc1	/	3	16	-6	1	13	-3	0

Part of the list above, showing only LGR2 antag and PAX8 inh HTS:
| compound | LGR2 antag | PAX8 inh HTS |
| --- | --- | --- |
| CCc1cc2c(SCC(=O)N3CCN(C(=O)c4cccs4)CC3)ncnc2s1 | 5 | -12 |
| Cc1ccc[n+](CC(=O)N2CCCc3ccccc32)c1 | / | 16 |

Structures from the list above with a halogen:
SMILES	EWS-Fli block	PGC1a acetyl inh	PAX8 inh HTS	LGR2 antag	miR122 inh	FN deposition inh	Casp6 inh	Cneo AK release
CCn1nc([N+](=O)[O-])c(C(C#N)c2nc3cc(C(F)(F)F)ccc3s2)c(Cl)c1=O (stereo unspecified)	/	-9	/	6	-8	0	/	1
COCCNC(=O)C[C@H]1CC[C@@H]2[C@H](COC[C@@H](O)CN2Cc2ccc(Cl)c(Cl)c2)O1	/	1	/	-4	2[16.7 µM]	8	/	-1
COc1ccc(N2CCN(CCNC(=O)c3nnc(Cc4c(F)cccc4Cl)o3)CC2)cc1	/	/	8	/	2	0	/	9
O=C(OCc1cn(-c2ccc(Cl)cc2)nn1)c1ccccc1	/	/	-13	/	12	-11	/	-2

Next section
SMILES	EWS-Fli block	PGC1a acetyl inh	PAX8 inh HTS	LGR2 antag	miR122 inh	FN deposition inh	Casp6 inh	Cneo AK release
NC(=O)c1nsc(C(=O)N(c2ccc3c(c2)OCO3)C(C(=O)NCC2CCCO2)c2ccc(F)cc2)c1N (stereo unspecified)	-10	/	-21	-3	-13	-5	1	/
CN(C)C(=O)C[C@H]1C[C@@H]2c3cc(NC(=O)Nc4ccccc4F)ccc3O[C@@H]2[C@@H](CO)O1	-8	2	10	-4	-7[16.7 µM]	1	-2	1
CC(=O)Nc1cc(-c2ccc(F)cc2)cn2c(-c3ccc(F)c(Cl)c3)cnc12	3	1	-5	-14	-1	-4	3	14
COc1ccc(C(=O)c2ccc(Br)cc2)c(OC)c1OC	1	/	4	-28	-11	3	1	0
CCN(Cc1ccccc1)C(=O)CCS(=O)(=O)c1ccc2c(c1)NC(=O)CO2	/	3	-14	-13	3	4	1	-2
O=C(NCC(=O)N(CCN1CCOCC1)C(C(=O)NC1CCCC1)c1ccccc1)c1cccs1 (stereo unspecified)	-2	0	17	-25	-6	-14	2	-1
CC(=O)NC(CC(=O)OCC(=O)NCCc1ccccc1)c1ccccc1 (stereo unspecified)	-1	/	-6	-4	1	2	-2	2
O=C(NC1CCSc2ccccc21)c1ccccc1F (stereo unspecified)	-22	5	-18	-18	0	1	0	-7
CC(NC(=O)CN(C)CC(=O)Nc1ccc(Cl)c(C(F)(F)F)c1)c1ccccc1 (stereo unspecified)	14	/	13	4	-5	/	-1	0
CCOC(=O)Nc1ccc(S(=O)(=O)NC2CCCCC2)cc1	5	-1	5	/	14	-2	-4	/
NC(=O)CNC(=O)[C@@H]1CC2(CC(c3cccc([N+](=O)[O-])c3)=NO2)CN1C(=O)c1ccccc1 (stereo partly specified)	-2	4	2	3	0	5	0	0
CCC(=O)N(Cc1cc2ccccc2[nH]c1=O)c1ccc(OC)cc1	1	/	1	2	/	-5	/	/
COc1ccc(C(C)(NC(C)=O)c2nc(-c3cccc(NC(C)=O)c3)cs2)cc1 (stereo unspecified)	-3	/	14	3	5	5	1	1
COc1cc(NC(=O)c2c(F)cccc2F)c(Cl)cc1Cl	-18	0	-11	-28	-7	12	-3	/
COc1ccc(N2C(=O)c3n[nH]c(C)c3C2c2cccc(C(F)(F)F)c2)cc1 (stereo unspecified)	-5	/	-11	11	/	2	-2	/
CCNC(=O)[C@@H]1[C@@H](CO)[C@@H]2Cn3c(ccc(-c4cccc(OC)c4)c3=O)[C@@H]2N1C(=O)NC(C)C	3	-8	-9	0	-2[16.7 µM]	/	-2	-3
CCOC(=O)C1OC1(c1ccccc1)c1ccccc1 (stereo unspecified)	9	9	10	10	45	/	-5	0
C[C@H]1CCCCO[C@@H](CN(C)C(=O)NC2CCCCC2)[C@@H](C)CN([C@@H](C)CO)C(=O)c2cc(NC(=O)Nc3cccc4ccccc34)ccc2O1	13	1	13	-4	3[16.7 µM]	/	0	2
CC(NC(=O)NC1CCCCC1)C(c1cccs1)N1CCN(Cc2ccccc2)CC1 (stereo unspecified)	13	10	19	-3	-13	7	2	-1
CCN(Cc1ccncc1)C(=O)c1cc(COc2c(F)cccc2F)on1	-12	2	22	-2	-5	7	0	1
OC(CNCC1CCCCC1)COc1ccccc1 (stereo unspecified)	6	/	-5	-14	/	4	3	1
O=C(c1n[nH]c(=O)c2ccccc12)N1CCN(c2ccccc2Cl)CC1	/	-5	16	/	0	1	/	3
O=C(C[C@@H]1C[C@@H]2c3cc(NC(=O)Nc4ccccc4)ccc3O[C@@H]2[C@H](CO)O1)NCCN1CCCCC1	4	-4	-17	-1	1[16.7 µM]	/	0	13
O=C(NCC[C@H]1CC[C@@H](NC(=O)c2cnccn2)[C@@H](CO)O1)Nc1ccc(Cl)cc1	1	19	-11	5	/	/	3	-3
COc1ccccc1C(=O)NNC(=O)c1sccc1-n1cccc1	-10	10	19	5	21	-3	-2	-4
CCCCN(C(=O)c1c(C)noc1C)c1c(N)n(CCCC)c(=O)[nH]c1=O	4	/	7	7	-4	-4	-1	-3
C[C@@H]1CCCCO[C@H](CN(C)S(=O)(=O)c2ccc(F)cc2)[C@@H](C)CN([C@H](C)CO)C(=O)c2cc(NC(=O)CCCN(C)C)ccc2O1	-2	4	-7	0	12[16.7 µM]	-15	0	-24
COC(=O)C[C@@H]1CC[C@@H]2[C@H](COc3ccc(NC(=O)c4ccc(C(F)(F)F)cc4)cc3C(=O)N2C)O1	78*	7	16	24	36[16.7 µM]	9	2	-4
CC1=CC(=O)CC(C)(C)[C@@]1(O)/C=C/[C@@H](C)O[C@@H]1O[C@H](CO)[C@@H](O)[C@H](O)[C@H]1O	2	6	/	12	0	/	-2	0
COc1ccc(CCNC(=O)c2nnn(CC(=O)Nc3c(C)cc(C)cc3C)c2N)cc1OC	0	-8	-5	-8	-7	2	-3	-1
COc1ccc(C(=O)N/N=C2\SCC(=O)N2Cc2ccc3c(c2)OCO3)c(OC)c1	-4	/	1	14	/	-23	1	/
COC(=O)C1=CN(c2ccc(OC)cc2)C(N)=C(C#N)C1c1ccc(OC)cc1 (stereo unspecified)	-1	/	6	-16	/	/	3	/
Cc1ccc(S(=O)(=O)Nc2cccc3c2O[C@H](CN(C)Cc2ccc(C(F)(F)F)cc2)[C@@H](C)CN([C@H](C)CO)C3=O)cc1	-2	-18	/	5	63[16.7 µM]	/	2	0
N=c1c(C(=O)NC2CCCC2)cc2c(=O)n3ccccc3nc2n1Cc1ccccc1	/	-27	-9	3	4	-1	2	8
CC=Cc1ccc2n(c1=O)C[C@H]1[C@H](CO)[C@@H](C(=O)N3CCc4ccccc4C3)N(C(=O)CC)[C@@H]21 (mixture of isomers)	3	/	-11	-2	-5[16.7 µM]	/	-2	3
CN(C)CCN(C(=O)c1ccc(N2C(=O)CCC2=O)cc1)c1nc2cc3c(cc2s1)OCO3	-14	0	3	-8	-2	6	-8	0
CCCCC[C@H](O)/C=C/[C@@H]1[C@@H](C/C=C\CCCC(=O)O)[C@H]2CO[C@@H]1C2	6	2	-2	/	-1	-14	3	-2

Record cards, as listed above.
Shown for Cc1ccc[n+](CC(=O)N2CCCc3ccccc32)c1 : EWS-Fli block: 3; PGC1a acetyl inh: /; PAX8 inh HTS: 16; LGR2 antag: /; miR122 inh: 3; FN deposition inh: -3; Casp6 inh: -1; Cneo AK release: 2
Shown for O=C(OCc1cn(-c2ccc(Cl)cc2)nn1)c1ccccc1 : EWS-Fli block: /; PGC1a acetyl inh: /; PAX8 inh HTS: -13; LGR2 antag: /; miR122 inh: 12; FN deposition inh: -11; Casp6 inh: /; Cneo AK release: -2
